BAP1 block: inhibitors of BAP1 deubiquitinase, primary screen, biochemical, Ub-AMC fluorescence, kinetic; AID 436, 2006; 72,000 compounds, 0.48% hits; Ubiquitin carboxyl-terminal hydrolase BAP1 (Homo sapiens), Q92560; activity remaining (% of control), % at 20 µM; recombinant BAP1, Ub-AMC hydrolysis fluorescence kinetic; active compounds read low;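 active = activity remaining at or below 50% of control, provided the compound also passes the data quality filters; inactive = the rest, including low values that fail the filters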;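 also: 100% = DMSO wells rate and 0% = substrate alone blank rate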
Target sequence (Q92560 whole entry, looked up): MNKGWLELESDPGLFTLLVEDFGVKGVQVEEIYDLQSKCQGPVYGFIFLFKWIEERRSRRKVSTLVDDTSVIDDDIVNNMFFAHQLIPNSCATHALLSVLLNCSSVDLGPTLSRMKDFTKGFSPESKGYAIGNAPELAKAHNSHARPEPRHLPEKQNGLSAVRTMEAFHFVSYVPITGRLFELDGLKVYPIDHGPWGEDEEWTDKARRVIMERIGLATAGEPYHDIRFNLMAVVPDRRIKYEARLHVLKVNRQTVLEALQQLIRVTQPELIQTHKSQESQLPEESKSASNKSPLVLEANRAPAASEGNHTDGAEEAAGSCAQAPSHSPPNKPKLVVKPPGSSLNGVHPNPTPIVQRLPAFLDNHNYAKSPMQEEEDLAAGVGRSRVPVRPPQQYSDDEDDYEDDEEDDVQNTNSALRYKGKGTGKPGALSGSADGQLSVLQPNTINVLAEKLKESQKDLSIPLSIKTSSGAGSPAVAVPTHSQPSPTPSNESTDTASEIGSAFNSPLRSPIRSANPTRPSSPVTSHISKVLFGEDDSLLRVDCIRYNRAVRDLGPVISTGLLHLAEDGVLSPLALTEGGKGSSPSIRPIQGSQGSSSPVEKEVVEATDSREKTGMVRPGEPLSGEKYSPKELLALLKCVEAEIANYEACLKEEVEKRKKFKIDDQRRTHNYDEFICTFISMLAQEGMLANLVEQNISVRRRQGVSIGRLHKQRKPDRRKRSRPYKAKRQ
HePTP inh: inhibitors of human HePTP phosphatase, primary screen, biochemical, absorbance, leukemia target; 110,000 compounds, 0.64% hits; Tyrosine-protein phosphatase non-receptor type 7 (Homo sapiens), P35236; recombinant HePTP phosphatase activity, OD absorbance; AID 521, 2006; inhibition, % at 20 µM; in the data active = inhibition above about 50%;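 also: plate controls were vehicle for no effect and reference inhibitor for full effect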
Target sequence (P35236 whole entry, looked up): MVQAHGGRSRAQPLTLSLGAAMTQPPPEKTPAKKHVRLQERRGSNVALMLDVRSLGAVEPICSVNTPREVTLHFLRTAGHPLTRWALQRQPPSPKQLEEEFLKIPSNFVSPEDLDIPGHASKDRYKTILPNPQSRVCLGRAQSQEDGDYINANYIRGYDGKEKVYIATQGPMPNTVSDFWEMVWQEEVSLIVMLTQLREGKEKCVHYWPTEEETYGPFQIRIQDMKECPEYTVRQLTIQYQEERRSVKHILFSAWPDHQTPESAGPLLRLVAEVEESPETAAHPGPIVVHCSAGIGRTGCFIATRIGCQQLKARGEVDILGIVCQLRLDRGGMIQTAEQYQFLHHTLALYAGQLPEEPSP
* marks the source's active call; other numbers are inactive results; . = no result given; & = joins results of further samples.

HePTP inh | BAP1 block | canonical_smiles
8 | 105 | CCN1C(=O)/C(=C\N2CCN(c3cccc(Cl)c3)CC2)SC1=S
-1 | . | COc1ccc(C(NC(=O)c2ccccc2OC)c2ccc(OC)cc2)cc1
8 | 164 | O=C(Nc1nncs1)C1(c2ccccc2)CCCC1
5 | . | O=C(Nc1ccccc1Oc1ccccc1)c1ccc(Br)o1
0 | . | Cc1ccc2c(Cl)c(C(=O)Nc3ccc4c(c3)OCCO4)sc2c1
7 | 111 | Cc1cc(N2C(=O)CC(N3CCN(c4ccc(C(=O)c5cccs5)cc4)CC3)C2=O)no1 (configuration not stated)
41 | . | COc1cc(Br)c(/C=C2\C(=O)NC(=S)N(c3ccccc3)C2=O)cc1OC
-5 | 98 | Cc1nn(-c2ccccc2)c2[nH]c(=O)c(CNCC3CCCO3)cc12 (configuration not stated)
-14 | 86 | COc1ccc2cc(CN(CCO)C(=O)c3ccccc3F)c(=O)[nH]c2c1
-4 | 78 | O=CN1CCN(C(=O)CN2C(=O)c3ccccc3C2=O)CC1
5 | 92 | O=C(COc1ccc(-c2ccccc2)cc1)N1CCN(C(=O)c2cccnc2)CC1
6 | 102 | Cc1cc(-c2nnc(SCC(=O)N3C(C)CCCC3C)o2)no1 (configuration not stated)
-11 | . | CC(C)(C)c1cc(N2C(=O)C(=O)/C(=C(/O)c3ccc(Cl)cc3)C2c2ccc([N+](=O)[O-])cc2)no1 (configuration not stated)
4 | 75 | CCOC(=O)Cn1nnc(-c2ccc(S(C)(=O)=O)cc2)n1
5 | 107 | CCOC(=O)c1cccc(NC(=O)CCn2cccc2)c1
2&4 | 90 | O=c1oc(-c2ccco2)nc2ccccc12
-5 | 96 | [O-][n+]1onc2c1CCc1c-2nc(-c2ccccc2)n1OCc1ccccc1
6 | 106 | [O-][N+]1=C(c2cccs2)CN(O)C1
2 | . | COC(=O)CN1C(=O)/C(=C\c2ccc(F)cc2)SC1=S
7 | 75 | C=CCn1c(CC(=O)Nc2cccc(OC)c2)nnc1SCC(=O)NC1CCCCC1
-1 | . | COc1ccc(NC(=O)C2=C(C)NC(=S)NC2c2ccc(C)cc2)cc1 (configuration not stated)
-5 | . | CCOC(=O)c1c(NC(=O)Cc2ccc(Cl)cc2)sc(C(=O)Nc2cccc(OC)c2)c1C
-5 | . | O=C1c2ccccc2NC(c2ccc3c(c2)OCO3)N1Cc1ccccc1 (configuration not stated)
3 | 100 | CC(=O)c1cc(-c2ccc(F)cc2)n(CCC(=O)Nc2cc(C)[nH]n2)c1C
6 | 105 | CCC(=O)N(Cc1cc2cc(OC)ccc2[nH]c1=O)c1cc(C)ccc1C

Single records (already shown). Order of values: HePTP inh	BAP1 block
Cc1ccc2c(Cl)c(C(=O)Nc3ccc4c(c3)OCCO4)sc2c1 is entered as 0	.
COc1cc(Br)c(/C=C2\C(=O)NC(=S)N(c3ccccc3)C2=O)cc1OC is entered as 41	.
Cc1cc(-c2nnc(SCC(=O)N3C(C)CCCC3C)o2)no1 (configuration not stated) is entered as 6	102

Copied from the results shown for reference:
HePTP inh | BAP1 block | canonical_smiles
-1 | . | COc1ccc(NC(=O)C2=C(C)NC(=S)NC2c2ccc(C)cc2)cc1 (configuration not stated)
-5 | . | CCOC(=O)c1c(NC(=O)Cc2ccc(Cl)cc2)sc(C(=O)Nc2cccc(OC)c2)c1C
-5 | . | O=C1c2ccccc2NC(c2ccc3c(c2)OCO3)N1Cc1ccccc1 (configuration not stated)
3 | 100 | CC(=O)c1cc(-c2ccc(F)cc2)n(CCC(=O)Nc2cc(C)[nH]n2)c1C

(further entries)
HePTP inh | BAP1 block | canonical_smiles
-4 | . | COc1ccccc1NC(=O)c1c(N)sc2c1CCCC2
. | 86 | CC(=O)OCC1OC(n2cc(Br)c(=O)[nH]c2=O)C(OC(C)=O)C1OC(C)=O (configuration not stated)
2 | . | CC(C)(C)c1ccc(C(=O)Nc2ccc(N)cc2)cc1
-11 | . | NC1=NC(=O)C(CC(=O)Nc2cccc([N+](=O)[O-])c2)S1 (configuration not stated)
9 | . | CC12c3ccccc3C(C)(c3ccccc31)C1C(=O)N(c3cccc(C(=O)O)c3)C(=O)C12 (configuration not stated)
7 | 97 | Cc1cc(Nc2cc(F)ccc2C)n2ncnc2n1
3 | 89 | CCOC(=O)C1(CC)CC(CSc2nc3ccccc3[nH]2)OC1=O (configuration not stated)
10 | 105 | CCn1c(Cc2c(C)[nH]c3ccccc23)n[nH]c1=S
7 | 51 | COCC(C)n1c(SCC(=O)NC(=O)Nc2ccc3c(c2)OCCO3)nc2ccccc2c1=O (configuration not stated)
1 | . | O=C1N/C(=C\c2ccccc2)c2ccccc21
4 | 104 | COc1ccc(C(=O)N2CCC(C(=O)NCc3ccccn3)CC2)cc1
3 | 90 | CCOc1nc(Oc2cccc(C(=O)O)c2)nc(Oc2cccc(C(=O)O)c2)n1
6 | . | CCCn1c(=O)c(C(=O)Nc2ccc(F)cc2)c(O)c2ccccc21
6 | 78&95 | CC(CN1c2ccccc2Sc2ccccc21)N(C)C (configuration not stated)
9 | 56 | Cc1occc1C(=O)Nc1ccc(S(=O)(=O)N2CCCC2)cc1
5 | . | O=C(NCc1ccco1)c1cc2c(ccc3ccccc32)oc1=O
11 | 134 | Nc1n[nH]c(-c2ccc(Br)cc2)c1Cl
-3 | . | Cc1cc(C)c2c(n1)nn1c(NCCCN(C)C)cc(C)nc21
6 | 102 | COc1cc(NC(=O)COc2ccc(F)cc2)nc(OC)n1
6 | . | COc1ccc(N2C(=O)C(Cl)=C(Nc3cc(OC)ccc3OC)C2=O)cc1
-9 | 76 | NC(=O)c1nsc(C(=O)N(CC(=O)NCc2ccc3c(c2)OCO3)C2CCCC2)c1N
-9 | 117 | CN(C)c1ccc(C2CC(c3cccs3)=NN2C(=O)CCC(=O)O)cc1 (configuration not stated)
-13 | . | COc1ccc(C(=O)N2CCN(Cc3ccccc3Cl)CC2)cc1
6 | . | COc1ccc(NC(=O)c2cc([N+](=O)[O-])ccc2N2CCOCC2)cc1
-5 | 64 | COc1ccc2cc(CN(CC3COCCO3)S(=O)(=O)c3ccc(Cl)cc3)c(=O)[nH]c2c1 (configuration not stated)

(further entries)
HePTP inh | BAP1 block | canonical_smiles
2 | 110 | O=C(CCCc1ccccc1)NCCCN1CCOCC1
1 | 112 | Cc1cc2c(ccc3[nH]onc32)n1
2 | . | O=C1c2ccccc2C(=O)N1CSc1nnc2c(n1)[nH]c1ccccc12
7 | 82 | Cc1cccc(NC(=O)CSc2nnc(-c3ccc(S(=O)(=O)N4CCOCC4)cc3)n2C)c1
-14 | . | O=C1CC(c2ccc(Cl)cc2)CC2=C1C(c1cccs1)Nc1ccccc1N2 (configuration not stated)
-1 | . | O=C(O)CCCCCN1C(=O)C(=O)/C(=C(/O)c2ccc([N+](=O)[O-])cc2)C1c1cccc(F)c1 (configuration not stated)
5 | 97 | CC(C)OC(=O)CSc1nnc(-c2ccccn2)n1C
2 | . | CC(=O)Oc1ccc(/C=C2\C=C(c3ccc(Br)cc3)OC2=O)c(OC(C)=O)c1
-8 | . | O=S(=O)(N/N=C/C=C/c1ccccc1)c1ccc(Cl)cc1
6 | 105 | CC(NC(=O)c1ccccc1NC(=O)c1ccco1)c1ccccc1 (configuration not stated)
6 | 109 | O=C(NCc1ccccn1)c1ccc(COc2ccc(Cl)cc2)o1
-1 | 105 | OC1(c2cccnc2)CCN(Cc2nnnn2C2CCCCC2)CC1
13 | 98 | CCn1c(SCC(=O)Nc2nccs2)nnc1-c1ccc(C)cc1
-6 | . | CC(C)(C)C(=O)COc1cc2oc(=O)c3c(c2cc1Cl)CCC3
14 | . | COc1ccc(N2Cc3ccc(C(=O)NN)cc3C2)cc1
. | 68 | CC(=N)c1c(O)c2ccccc2oc1=O
4 | 128 | COc1ccccc1C1CC(c2ccc(Cl)cc2)Nc2ncnn21 (configuration not stated)
-1 | . | O=C1N=C(N2CCOCC2)S/C1=C\c1ccc(O)cc1
5 | 130 | O=C1c2ccccc2C(=O)N1CCCc1nc(-c2ccccn2)no1
-5 | 99 | CCCS(=O)(=O)N1CCCC(C(=O)NCCc2ccc(Cl)cc2)C1 (configuration not stated)
4 | 75 | O=C(CCS(=O)(=O)c1ccc(Br)cc1)N1CCN(Cc2ccccc2)CC1
4 | . | CCOn1c(=O)c(-c2cccs2)[n+]([O-])c2ccccc21
0 | . | CCOC(=O)C1=NNC(C(=O)c2ccc(OC)cc2)C1c1ccccc1Cl (configuration not stated)
-2 | . | C=CCNC(=O)/C(=C\C=C\C)NC(=O)c1ccccc1
6 | . | Cc1cc(Nc2ccccc2)c2c([N+](=O)[O-])cc(C)c(C)c2n1

Some of the entries so far, as comma-separated lines:
structure,HePTP inh,BAP1 block
COc1ccc(NC(=O)C2=C(C)NC(=S)NC2c2ccc(C)cc2)cc1 (configuration not stated),-1,.
CCOC(=O)c1c(NC(=O)Cc2ccc(Cl)cc2)sc(C(=O)Nc2cccc(OC)c2)c1C,-5,.
O=C1c2ccccc2NC(c2ccc3c(c2)OCO3)N1Cc1ccccc1 (configuration not stated),-5,.
CC(=O)c1cc(-c2ccc(F)cc2)n(CCC(=O)Nc2cc(C)[nH]n2)c1C,3,100

Carrying on.
HePTP inh | BAP1 block | canonical_smiles
-11 | . | COCCNC(=S)Nc1ccc(F)cc1
2 | . | CC(=O)Oc1ccc(C(=O)Nc2cccc(-c3nc4ccccc4o3)c2)cc1
-8 | 102 | CC1(C)OC(=O)C(=CNc2cccc(O)c2)C(=O)O1
7 | 93 | COc1ccc(OC)c(CN(CCCN2CCOCC2)S(=O)(=O)c2ccc(NC(C)=O)cc2)c1
-17 | . | COc1ccc(Cl)cc1N(CC(=O)NCCSc1ccc(C)cc1)S(=O)(=O)c1ccccc1
9 | 96 | CCc1ccc(C2CC(c3ccccc3)n3ncnc3N2)cc1 (configuration not stated)
6 | . | CCOC(=O)c1c(N)sc(C(=O)Nc2cc(C)cc(C)c2)c1C
8 | 108 | CN(C)S(=O)(=O)c1cc(C(=O)NCC2CCCO2)c(Cl)cc1Cl (configuration not stated)
0 | . | OC(CN1CCCCC1)c1ccc2c(c1)OCCCO2 (configuration not stated)
11 | 104 | CN(CC(=O)N1CCCC1)S(=O)(=O)c1cc(Cl)ccc1Cl
7 | . | CCCCOC(=O)c1ccc(NC(=S)NC(NC(C)=O)C(Cl)(Cl)Cl)cc1 (configuration not stated)
2 | 69 | Cc1ccc(N2CC(C(=O)Nc3ccc(S(=O)(=O)N4CCCC4)cc3)CC2=O)cc1 (configuration not stated)
10 | 115 | COc1cc2c(C(=O)NCc3ccc4c(c3)OCO4)cn(CC(C)C)c(=O)c2cc1OC
4 | 106 | CCOC(=O)N1CCN(Cc2nc(N)nc(Nc3ccc(Oc4ccccc4)cc3)n2)CC1
4 | . | O=C1CCCC2=C1C(c1ccc(Cl)cc1Cl)Nc1ccc(C(=O)c3ccccc3)cc1N2 (configuration not stated)
0 | 136 | COCCn1c(SCC(=O)c2ccc(CNC(C)=O)o2)nc2ccccc2c1=O
-2 | 85 | CCOC(=O)c1cnc(-n2nc(C)cc2C)nc1-n1nc(C)cc1C
0 | . | COc1ccc2[nH]c(=O)c(CN(Cc3ccccc3OC)Cc3nnnn3CC3CCCO3)cc2c1 (configuration not stated)
9 | 104 | COc1ccc(C(CC(=O)O)NC(=O)COc2ccccc2OC)cc1OC (configuration not stated)
-6 | . | CCOC(=O)/C(N=Nc1cc(C(=O)OC)cc(C(=O)OC)c1)=C(/C)O
-1 | 59 | Cc1ccccc1NC(=O)CSc1nc2c(c(-c3ccco3)c1C#N)CCCC2
7 | 99 | Cc1ccc(-n2c(C)cc(C(=O)OCC(=O)N(CC(C)C)C3CCS(=O)(=O)C3)c2C)cc1 (configuration not stated)
0 | 103 | CC(C)n1c(Nc2ccccc2)nc2ccccc21
4 | 95 | COC(=O)COc1ccc(S(=O)(=O)N2CCN(c3ccccc3F)CC2)cc1
-6 | 85 | CCOc1ccc(Cn2c(SCCCCC#N)nc3c2c(=O)n(C)c(=O)n3C)cc1OCC

Additional structures
HePTP inh | BAP1 block | canonical_smiles
12 | 94 | CC(=O)Nc1ccc(S(=O)(=O)N2CCN(C(=O)CCC3CCCC3)CC2)cc1
-9 | . | O=C/C(=C\Nc1ccc(S(=O)(=O)CCO)cc1)c1nc2ccccc2o1
5 | . | CCN(CC)c1ccc(C=Nn2cnnc2)cc1
6 | 99 | CCCNS(=O)(=O)c1ccc(CCC(=O)NCC2CCCO2)cc1 (configuration not stated)
7 | 122 | CC1Cc2ccccc2N1C(=O)CCN1C(=O)C2C3C=CC(C3)C2C1=O (configuration not stated)
6 | 89 | COc1ccccc1NS(=O)(=O)c1ccc(C)c(C(N)=O)c1
. | 65 | CCCSc1nnc2c(n1)OC(c1ccc(N(C)C)cc1)Nc1ccccc1-2 (configuration not stated)
-2 | 111 | COCCn1nnnc1CN(CCCN1CCOCC1)Cc1cc2c(C)ccc(C)c2[nH]c1=O
5&-9 | 95 | Cc1nc2ccccc2n1-c1ccccc1
-4 | 108 | O=C(CN1C(=O)CCC1=O)Nc1ccc(S(=O)(=O)N2CCOCC2)cc1
9 | 90 | O=C(Nc1nnc(SCC(=O)N2CCCCC2)s1)C1CCCCC1
3 | 99 | CC(C(=O)O)N1C(=O)CSc2ncccc21 (configuration not stated)
6 | 108 | OC(Cn1cncn1)c1ccc(Cl)cc1Cl (configuration not stated)
49 | 73 | COc1ccc(-c2nnc3sc(-c4c(OC)cccc4OC)nn23)cc1

Reprinted at random: 2 compounds from above.
HePTP inh | BAP1 block | canonical_smiles
9 | 90 | O=C(Nc1nnc(SCC(=O)N2CCCCC2)s1)C1CCCCC1
3 | 99 | CC(C(=O)O)N1C(=O)CSc2ncccc21 (configuration not stated)

Compound activity (PubChem)

Compounds as they come (roughly 0.83% active in at least one column).
